Screening data: PubChem BioAssay, National Center for Advancing Translational Sciences (NCATS)
Integrin act MD: activates integrin-mediated alleviation for muscular dystrophy; alpha7betagal myoblasts, beta-gal FDG fluorescence, 48 h; Potency, µM (doses to about 38.3 µM), for the others: at the top dose activation, actives largely listed as activators; 350,000 compounds, 0.064% hits; AID 624291;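 also: potency is read from the fitted curve at half-maximal effect; 100% = response of the positive control SU9516; nearly all actives have a fitted effect of over 60% in size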
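Alpha7betagal+/- myoblasts (passage 13) were plated 16-24 hr, then exposed to compounds (1:260 dilution of DMSO stock) for 48 hours at 37C. After MPER lysis, β-galactosidase reporter activity was read as FDG fluorescence (ex 480/em 540) after 30 minutes.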
uPA generation: blocks generation of uPA at the cell surface. 330,000 compounds, 0.31% hits. cell surface uPA generation assay, qHTS. Potency, µM (titrated, usually from 38.3 µM), for inactives: top-dose activity change, negative = inhibition, usual class: inhibitors; active = well fitted inhibition curve with a large enough effect; inconclusive = small, poorly fitted or top-dose-only effect; inactive = no such curve, though single readings can be large or run the other way; tested in mouse RAW 264.7 cells; also: potency is read from the fitted curve at half-maximal effect; % is scaled to controls: 0 for no effect and ±100 for the full control effect; nearly all actives have a fitted effect of over 55% in size
USP2a block: USP2a (human) protease inhibition | O75604 | USP2 core, Ub-CHOP2 coupled fluorogenic reporter, 485/531 | Potency, µM (doses to about 38.3 µM), without a hit: at the highest dose activity change, negative = inhibition, usual class: inhibitors | 330,000 compounds, 0.01% hits;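 also: potency is read from the fitted curve at half-maximal effect; plate controls were DMSO wells for no effect and full inhibition by NEM control for full effect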
Target sequence (O75604 whole entry, looked up): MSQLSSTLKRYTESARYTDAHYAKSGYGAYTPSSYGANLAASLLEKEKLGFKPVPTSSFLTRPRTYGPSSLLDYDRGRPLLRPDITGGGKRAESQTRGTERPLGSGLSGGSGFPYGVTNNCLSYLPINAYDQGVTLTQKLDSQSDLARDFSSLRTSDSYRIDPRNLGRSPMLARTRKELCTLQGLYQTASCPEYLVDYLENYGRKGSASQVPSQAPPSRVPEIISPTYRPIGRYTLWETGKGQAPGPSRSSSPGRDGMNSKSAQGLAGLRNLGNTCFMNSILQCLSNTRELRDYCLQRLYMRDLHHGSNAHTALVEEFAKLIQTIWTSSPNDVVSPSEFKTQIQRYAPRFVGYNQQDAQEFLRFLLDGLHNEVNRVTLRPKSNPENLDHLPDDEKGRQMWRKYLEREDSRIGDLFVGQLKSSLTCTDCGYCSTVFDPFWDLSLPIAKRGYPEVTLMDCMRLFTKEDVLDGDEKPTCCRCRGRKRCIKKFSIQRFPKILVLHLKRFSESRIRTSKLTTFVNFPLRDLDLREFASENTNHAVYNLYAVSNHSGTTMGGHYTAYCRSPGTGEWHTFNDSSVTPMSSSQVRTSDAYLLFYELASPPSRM
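Deubiquitinase activity read as fluorescence (485/531 nm) after Ub-CHOP2 cleavage activates the enterokinase reporter on its substrate; USP2 core 10nM, Ub-CHOP2 and substrate 25nM each, 30min compound preincubation then 60min RT; data normalized to NEM, curves fitted.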
B2AR arrestin: beta2AR (human) beta-arrestin recruitment activity. beta-arrestin recruitment to beta2AR, cell-based reporter. Potency, µM (series often up to 46.1 µM), without a hit: at the highest dose activation, hits mostly activators. 330,000 compounds, 0.02% hits. AID 492947;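 also: potency is read from the fitted curve at half-maximal effect; 0% = DMSO controls and full agonism = EC100 isoproterenol or metaproterenol; nearly all actives have a fitted effect of over 65% in size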
Target sequence (P07550 whole entry, looked up): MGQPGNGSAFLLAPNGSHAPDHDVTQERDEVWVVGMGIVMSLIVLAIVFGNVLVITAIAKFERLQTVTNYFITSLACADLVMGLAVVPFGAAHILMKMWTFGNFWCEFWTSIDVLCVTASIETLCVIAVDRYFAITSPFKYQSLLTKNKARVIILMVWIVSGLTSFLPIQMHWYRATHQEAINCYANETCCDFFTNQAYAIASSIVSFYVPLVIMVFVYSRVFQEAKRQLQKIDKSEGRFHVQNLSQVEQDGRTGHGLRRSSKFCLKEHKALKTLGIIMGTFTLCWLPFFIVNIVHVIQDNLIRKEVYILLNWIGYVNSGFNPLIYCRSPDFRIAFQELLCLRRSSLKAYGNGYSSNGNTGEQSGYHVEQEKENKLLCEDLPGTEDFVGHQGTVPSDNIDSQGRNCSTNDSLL
p53 reactivator: restores transcriptional activity of mutant p53; 320,000 compounds, 0.063% hits; Potency, µM (series often up to 92.2 µM), inactives show at the highest dose activity change, positive = activation, most hits filed as activators; H1299 p53-A138V BP100-luciferase reporter, luminescence, 24 h; AID 504706; also: potency is read from the fitted curve at half-maximal effect; % of control where 0% means no effect; nearly all actives have a fitted effect of over 45% in size
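H1299 (p53-null), stable ts p53-A138V + BP100-Luc; 1000 cells/well, Opti-MEM/10% FBS; cpd 4 pt, 1:5; 24 h, 37 deg C, 5% CO2; detection reagent 10 min RT; luminescence.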
TRPV1 agonist: activates the human vanilloid receptor TRPV1; Q8NER1; TRPV1-expressing cells, Fluo-8 calcium influx, agonist mode; activation, % at 8.33 µM; 320,000 compounds, 0.19% hits; AID 540275; in the data active = activation above about 80%; inconclusive = between about 30% and that limit; also: 0% is about no effect
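Fluo-8 calcium influx in TRPV1-expressing cells, kinetic read (ex 480/em 520 nm). Compound added and read 3 min for agonist activity, followed by capsaicin at EC20 final and 2 min further read for enhancement.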
Eya2 inh: inhibitors of human Eya2 phosphatase activity | AID 488837 | recombinant Eya2, OMFP fluorescence dephosphorylation (OMFP is methylfluorescein phosphate) | Potency, µM (series often up to 76.9 µM), without a hit: top-dose activity, negative = inhibition, most hits filed as inhibitors | O00167 | 330,000 compounds, 0.006% hits; also: potency is read from the fitted curve at half-maximal effect; % is scaled to controls: 0 for no effect and ±100 for the full control effect
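Eya2 protein (added as 0.2 uM solution) was preincubated with compound for 10 min at ambient temperature in 50 mM HEPES pH 7.5, 50 mM NaCl, 5 uM MgCl2, 0.05% BSA, 1 mM DTT. OMFP (added at 50 uM) then reacted 10 min; fluorescence read at 485/525 nm.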
ASM inhibitor: inhibitors of human secretory acid sphingomyelinase. 340,000 compounds, 0.006% hits. Potency, µM (highest dose often 57.5 µM), without a hit: at the highest dose activity change, negative = inhibition, hits mostly inhibitors. placental ASM, HMU-PC fluorogenic substrate, 60 min. P17405. AID 504937; also: potency is read from the fitted curve at half-maximal effect
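HMU-PC0 cleavage (9 uM final) by human placental ASM, 60 min at 37 °C following 10 min compound exposure at RT; stopped at pH 10, fluorescence Ex 386/Em 447 nm.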
ELG1 genotoxic: induces genotoxicity in HEK293T cells with luciferase-tagged ELG1; HEK293T ELG1-luciferase reporter, luminescence, 16 h; Potency, µM (top dose mostly 46 µM), inactives show top-dose activity change, positive = activation, most hits filed as activators; 330,000 compounds, 1.3% hits; also: potency is read from the fitted curve at half-maximal effect; % of control where 0% means no effect; nearly all actives have a fitted effect of over 60% in size
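Quantitative HTS format in 1536-well plates. HEK293T ELG1-luciferase reporter cells receive test compound and are incubated 16 hr at 37 °C, 5% CO2; ONE-Glo added, 30 min room temperature, then luminescence read.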
BRCA1 expr act: increases BRCA1 expression; MCF7-BRCA1-FFLuc reporter, luminescence, 48 h; response scale: scaled: vehicle 0%, 10 µM genistein 100%; 380,000 compounds, 1.1% hits; Potency, µM (highest dose often 46.1 µM), for inactives: top-dose activation, hits mostly activators; also: potency is read from the fitted curve at half-maximal effect; nearly all actives have a fitted effect of over 80% in size; some results filed as inactive show a strong effect at the top dose
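Using MCF7 cells harboring a BRCA1 firefly luciferase reporter, plated 2 h before compound pinning, the screen measured luminescence after 48 h incubation. Responses were normalized to DMSO and 10 microM genistein, then fitted for concentration-effect.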
TSG101-PTAP inh: blocks PTAP/TSG101 interaction to inhibit HIV-1 budding; Q99816; Fluorescence polarization, FITC-PTAP peptide / Tsg101 binding; Potency, µM (doses to about 115 µM), for inactives: at the highest dose activity change, negative = inhibition, actives largely listed as inhibitors; 340,000 tested, under 10 active; AID 493005; active = well fitted inhibition curve with a large enough effect in the main read-out, with a control signal flat, not every such curve was filed as active; inconclusive = small, poorly fitted or top-dose-only effect, or effect the other way, or a change in a side signal; inactive = no such curve, though single readings can be large or run the other way; also: potency is read from the fitted curve at half-maximal effect; % of control where 0% means no effect
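Fluorescence anisotropy tracks displacement of a FITC-tagged PTAP peptide (50 nM) from the Tsg101 binding domain (10 uM), following a 20 min room-temperature incubation at pH 7.5.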
* marks the source's active call; other numbers are inactive results; i = inactive; ? = inconclusive; . = no result given; [ ] = remark or other dose. Unless noted, calls follow the shape of the dose curve; as a rule, active = well fitted curve in the direction sought with a large enough effect; inconclusive = small, poorly fitted or top-dose-only effect, or another doubt; inactive = no such curve, though single readings can be large; an effect the other way counts as inactive or inconclusive.

SMILES	Integrin act MD	uPA generation	USP2a block	B2AR arrestin	p53 reactivator	TRPV1 agonist	Eya2 inh	ASM inhibitor	ELG1 genotoxic	BRCA1 expr act	TSG101-PTAP inh
COc1ccc(C(C)=O)cc1COC(=O)CNC(=O)c1cc(C)cc(C)c1	-4%	9%	4%	-0.1%	0%	1	0%	-1%	1%	-11%	-1%
COc1ccc(C2c3ccc(O)cc3Oc3ncn4nc(-c5ccccn5)nc4c32)cc1OC (stereo not drawn)	-12%	-3%	1%	-0.9%	-3%	-5	-13%	-17%	1%	-57%	-11%
CC(C)OCc1c(C(=O)OC/C(O)=C(\C#N)c2nc3ccccc3[nH]2)oc2ccccc12	5%	5%	1%	0.5%	1%	1	-1%	6%	12%	-37%	0%
Cc1ccc2nc(SCC(=O)Nc3ccccc3N3CCOCC3)c(C#N)cc2c1	27%	-12%	-1%	0.4%	1%	1	3%	-2%	-2%	-4%	-1%
CCN1CCN(C(c2cccs2)C(C)NC(=O)NC2CCCCC2)CC1 (stereo not drawn)	-21%	3%	-1%	-0.2%	3%	-3	-20%	7%	-7%	0%	2%
O=C(COC(=O)Cn1[nH]c(=O)c2ccccc2c1=O)NNC(=O)c1ccccc1	10%	9%	4%	0.1%	-7%	1	-12%	5%	3%	20%	-2%
O=C(COc1ccc(Cl)cc1Cl)N(C1CCCCC1)C1CCS(=O)(=O)C1 (stereo not drawn)	-11%	-19%	3%	0.1%	-4%	0	-20%	-2%	-1%	1%	-7%
CCOCCn1ccc2c(OCC(=O)Nc3ccc(OC)c(OC)c3)cccc2c1=O	-26%	-3%	-1%	-0.8%	-3%	4	13%	-1%	-7%	-14%	-4%
O=C(Nc1ccc(O)cc1C(=O)O)c1cccc(Br)c1	11%	-1%	-1%	0.3%	5%	-1	23%	23%	-1%	0%	-6%
O=C(CCNC(=O)c1ccccc1)NCCc1ccc(Cl)cc1	?	-2%	2%	-0.1%	-6%	-2	8%	0%	-1%	-16%	1%
Cc1ccc(Nc2nc(N)nc(CSc3nccn3C)n2)cc1	-17%	-4%	1%	0.2%	20%	3	-4%	0%	2.9µM*	?	-7%
Cn1c(SCC(=O)Nc2cccc(NC(=O)c3cccs3)c2)nnc1-c1ccncc1	?	-2%	0%	0.2%	-3%	0	1%	-3%	0%	32%	-2%
FC(F)(F)c1cccnc1N1CCN(c2ncnc3nc[nH]c23)CC1	11%	-15%	-1%	-0.3%	-5%	10	-16%	2%	-10%	3%	-4%
COc1ccc(C)cc1NC(=O)C1CCCCC1C(=O)O (stereo not drawn)	0%	-1%	0%	-0.5%	-4%	1	2%	1%	-3%	7%	-12%
O=C(NCc1ccco1)c1cccc(NC(=O)c2ccco2)c1	23%	.	1%	0.3%	5%	2	16%	2%	7%	2%	-2%
c1cnc2ccc(C(c3nnnn3C3CCCCC3)N3CCCCC3)cc2c1 (stereo not drawn)	8%	6%	3%	0.9%	0%	19	-21%	5%	-1%	3%	-7%
C#CCOc1ccc(C2C3=C(CC(C)(C)CC3=O)N(CC(=O)O)C3=C2C(=O)CC(C)(C)C3)cc1	?	8%	0%	-1.8%	.	4	10%	i	-1%	5%	-6%
Cc1ccc2c(c1)N(S(=O)(=O)c1cc(-c3cc(C)no3)ccc1C)CCO2	-21%	-14%	-1%	0.2%	10%	?	2%	-7%	0%	0%	-18%
Cn1ccnc1SCC(=O)Nc1cccc(S(=O)(=O)N2CCCCCC2)c1	9%	-1%	-9%	0.1%	-3%	-3	5%	1%	-8%	-4%	1%
COc1cc(NC(=O)NCCN2CCN(c3ccccc3)CC2)cc(OC)c1OC	-15%	5%	1%	-0.5%	-2%	-1	0%	-1%	-2%	-8%	0%
Cc1ccc(C)c(C(=O)CSc2n[nH]c(C)n2)c1	-19%	4%	0%	-0.2%	3%	1	-11%	1%	1%	20%	-3%
C=CCc1cccc(CNc2nc3ccccc3n2C)c1O	0%	8%	4%	-0.8%	.	3	7%	-1%	2%	15%	-6%
O=C(CNC(=O)c1ccccc1Cl)OC1CCOC1=O (stereo not drawn)	-2%	13%	-1%	0.1%	1%	4	7%	3%	5%	-2%	-2%
CCn1c2ccccc2c2cc(NC(=O)Nc3ccc([N+](=O)[O-])cc3C)ccc21	.	.	-13%	-0.6%	-2%	-1	-1%	.	-15%	.	.
N#Cc1cccc(NC(=O)c2ccc(S(=O)(=O)N3CCOCC3)cc2)c1	-29%	13%	1%	0.0%	-3%	14	10%	1%	0%	-10%	-2%
COc1ccc(-c2[nH]ncc2CN2CCC(C(=O)c3ccc(F)cc3)CC2)cc1	-9%	-3%	1%	4.3%	0%	-1	9%	1%	-8%	-12%	-9%
CN(Cc1ccccc1)c1ccc(S(=O)(=O)N2CCOCC2)cn1	3%	3%	6%	0.0%	1%	15	0%	4%	-5%	-12%	0%
Cc1csc(=O)n1CC(=O)OCC(=O)Nc1cc(Cl)ccc1[N+](=O)[O-]	-19%	6%	-2%	-0.8%	17%	3	7%	-1%	3%	-31%	0%
O=C(COc1ccc(Br)cc1)Nc1ccc(NC(=O)c2ccccc2)cc1	6%	3%	0%	-0.2%	-4%	3	4%	0%	17%	2%	.
COc1ccc(C(C)=O)c2c1OCCO2	8%	-4%	5%	-1.7%	-3%	0	-4%	0%	0%	3%	-3%
COc1ccc(-c2noc(CNC(=O)c3ccc4c(c3)OCO4)n2)cc1	1%	1%	0%	0.2%	-7%	14	-10%	-3%	-3%	-22%	-11%
O=C(O)CCCC(=O)Nc1ccccc1C(=O)O	26%	.	-1%	0.0%	10%	-2	11%	11%	-1%	-11%	-4%
C#CC(CC)(CC)NC(=O)/C=C/C(=O)O	18%	-1%	2%	0.4%	2%	-5	-21%	4%	-1%	1%	-1%
Cc1cc(C)c(C(=O)COc2cccnc2[N+](=O)[O-])cc1C	-59%[inhibitor]	-8%	3%	-0.8%	-22%	24	-15%	0%	6%	-6%	-7%
Cn1c(N)c(S(=O)(=O)NCc2ccc(F)cc2)c(=O)n(C)c1=O	31%	-2%	3%	0.1%	10%	0	3%	.	2%	-9%	1%
Cc1ccc(S(=O)(=O)CCC(=O)OCC(=O)c2cc(C)n(C)c2C)cc1	-34%	0%	-1%	-0.5%	6%	7	20%	3%	3%	24%	-2%
O=C1Cc2ccccc2Sc2cc(OCCCN3CCCCC3)ccc21	-54%[inhibitor]	-2%	1%	-1.0%	-7%	7	0%	20%	-4%	-18%	0%
COc1ccc(CN(C)C(=O)COC(=O)c2cnc(Cl)c(Cl)c2)cc1	43%	2%	4%	2.8%	6%	.	-35%	-3%	-2%	-12%	-1%
COc1ccc(S(=O)(=O)NC(C)C(=O)Nc2cccc(C(C)=O)c2)cc1 (stereo not drawn)	-4%	11%	4%	-0.1%	-11%	6	4%	-2%	-7%	2%	-2%
Cc1ccc(C(=O)OC(C)C(=O)NCc2ccc3c(c2)OCO3)cc1S(=O)(=O)N1CCOCC1 (stereo not drawn)	11%	?	3%	0.2%	-4%	2	-16%	0%	-2%	4%	-4%
O=C(c1ccsc1)N1CCCC(N2CCN(c3ccccc3F)CC2)C1 (stereo not drawn)	9%	0%	0%	0.4%	16%	4	-6%	3%	-1%	0%	-2%
CCn1c(=O)c([N+](=O)[O-])c(NCCc2ccc(OC)c(OC)c2)c2ccccc21	-31%	11%	1%	2.5%	1%	-6	-1%	-3%	-8%	-15%	0%
CC(C)(C)N=C1NN=C(c2ccc(S(=O)(=O)N3CCCCC3)cc2)CS1	12%	-6%	-12%	0.1%	5%	-4	-6%	31%[activator]	-3%	-38%	-5%
